KAT2A inh = qHTS Assay for Inhibitors of GCN5L2; Histone acetyltransferase KAT2A (Homo sapiens), Q92830; AID 504327, 2011; Potency, µM (doses to about 58.9 µM), inactives show top-dose activity change, negative = inhibition, usual class: inhibitors; GCN5L2 HAT assay, ThioGlo1 CoA-SH fluorescence; hit rate 0.21% among 390,000
Target sequence (Q92830 whole entry, looked up): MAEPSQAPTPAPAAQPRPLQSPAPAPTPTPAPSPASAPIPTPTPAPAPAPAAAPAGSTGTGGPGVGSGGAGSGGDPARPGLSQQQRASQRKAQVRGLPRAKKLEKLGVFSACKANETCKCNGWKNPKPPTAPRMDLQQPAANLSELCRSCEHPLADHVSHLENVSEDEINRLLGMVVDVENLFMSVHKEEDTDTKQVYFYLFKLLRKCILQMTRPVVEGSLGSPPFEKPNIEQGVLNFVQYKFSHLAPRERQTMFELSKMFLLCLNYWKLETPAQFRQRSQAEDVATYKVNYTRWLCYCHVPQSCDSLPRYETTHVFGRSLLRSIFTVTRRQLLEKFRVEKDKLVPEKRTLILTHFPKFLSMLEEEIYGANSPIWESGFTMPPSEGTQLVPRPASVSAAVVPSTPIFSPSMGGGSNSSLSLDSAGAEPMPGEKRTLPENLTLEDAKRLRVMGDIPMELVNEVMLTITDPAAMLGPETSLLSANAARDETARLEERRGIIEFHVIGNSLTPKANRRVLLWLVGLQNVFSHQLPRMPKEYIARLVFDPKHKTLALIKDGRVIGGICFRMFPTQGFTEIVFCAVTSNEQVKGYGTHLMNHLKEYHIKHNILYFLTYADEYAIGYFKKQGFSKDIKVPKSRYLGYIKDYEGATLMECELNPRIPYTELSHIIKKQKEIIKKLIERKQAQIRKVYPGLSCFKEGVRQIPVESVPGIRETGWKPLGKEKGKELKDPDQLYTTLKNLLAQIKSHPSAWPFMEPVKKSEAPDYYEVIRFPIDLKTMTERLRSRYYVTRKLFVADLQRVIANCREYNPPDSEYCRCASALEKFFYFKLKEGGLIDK
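Enzyme at 20nM final was mixed with library compounds for 15 min at room temperature. Peptide H3(1-25) at 75uM, acetyl-CoA at 70uM and ThioGlo1 at 50uM were then added. Plates were read immediately and after 20 min (Ex340nm/Em540nm).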
DT40 TDP1 no CPT = qHTS for Inhibitors of human tyrosyl-DNA phosphodiesterase 1 (TDP1): qHTS in cells in absence of CPT. DT40 Tdp1-/- hTDP1 cells, no CPT, ATP luminescence, 48 h. Potency, µM (series often up to 46.2 µM), for inactives: top-dose activity change, negative = growth inhibition, hits mostly inhibitors. hit rate 15% among 420,000; also: nearly all actives have a fitted effect of over 55% in size
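Chicken DT40 Tdp1-/- cells stably complemented with human TDP1 were seeded at 400 cells/well with DMSO in place of 20 nM camptothecin. After compound pinning, cells grew at least 48 hr at 37 °C; viability read by CellTiter-Glo luminescence.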
DT40 TDP1 CPT = qHTS for Inhibitors of human tyrosyl-DNA phosphodiesterase 1 (TDP1): qHTS in cells in presence of CPT. Potency, µM (titrated, usually from 46.2 µM), for the others: top-dose activity change, negative = growth inhibition, actives largely listed as inhibitors. hit rate 12% among 420,000. chicken DT40 Tdp1-/-;hTDP1 cells + 20 nM CPT, ATP luminescence, 48 h. AID 686979, 2013; also: nearly all actives have a fitted effect of over 55% in size
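Cell growth measured by CellTiter-Glo luminescence after a minimum 48 h, 37 C compound exposure with 20 nM CPT in Tdp1-knockout DT40 cells stably expressing hTDP1, seeded 400/well; qHTS titration format.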
* marks the source's active call; other numbers are inactive results; u = inconclusive; x = not tested or not shown; & = joins results of further samples; [ ] = remark or other dose. Calls follow the shape of the dose curve; as a rule, active = well fitted curve in the direction sought with a large enough effect; inconclusive = small, poorly fitted or top-dose-only effect, or another doubt; inactive = no such curve, though single readings can be large; an effect the other way counts as inactive or inconclusive. % is scaled to controls: 0 for no effect and ±100 for the full control effect; potency is read from the fitted curve at half-maximal effect.

canonical_smiles | KAT2A inh | DT40 TDP1 no CPT | DT40 TDP1 CPT
CCc1nnc(NC(=O)C2CCCN(C(=O)c3ccoc3)C2)s1 (centres undefined) | x | 1% | -16%
COc1ccc(CNC(=O)Cn2c(=O)c3cccn3c3cccnc32)cc1 | -8% | -27% | -5%
CC(=O)N1CCc2c(sc3nc(SCC(N)=O)n(-c4ccc(F)c(Cl)c4)c(=O)c23)C1 | -10% | 15% | 5%
CC1=NN(c2ccc(C)c(C)c2)C(=O)/C1=C/c1ccc2c(c1)n(C)c(=O)n2C | -2% | -14% | u
Cc1ccc(C)c(OCC(=O)NNC(=O)c2ccc(NC(=O)C3CC3)cc2)c1 | -2% | -16% | -7%
COc1ccc(C(=O)NCc2nnc(SCC(=O)Nc3cccc(C(F)(F)F)c3)o2)cc1OC | -3% | -9% | -15%
O=c1oc(-c2ccccc2NS(=O)(=O)c2ccc3ccccc3c2)nc2ccccc12 | 29% | -20% | -25%
COc1ccc(S(=O)(=O)NCCC(=O)N2CCCN(C)CC2)cc1 | 1% | 2% | 3%
O=C(NCc1ccccc1)C1=C[C@@H](c2ccc3c(c2)OCO3)C[C@@H](OCc2ccc(CO)cc2)O1 | x | u | u
Fc1ccc2cc(CCO[C@H]3CCCCO3)ncc2c1 | 1% | -13% | -1%
CCOC(=O)C(C)N1C(=O)S/C(=C\c2ccc(-c3ccccc3C(=O)O)o2)C1=O (centres undefined) | -7% | -2% | 2%
O=S1(=O)CCC(NC(=S)NCCNC(=S)NC2CCS(=O)(=O)C2)C1 (centres undefined) | 1% | 0% | 16%

Next section (three carried over from the part before).
canonical_smiles | KAT2A inh | DT40 TDP1 no CPT | DT40 TDP1 CPT
Fc1ccc2cc(CCO[C@H]3CCCCO3)ncc2c1 | 1% | -13% | -1%
CCOC(=O)C(C)N1C(=O)S/C(=C\c2ccc(-c3ccccc3C(=O)O)o2)C1=O (centres undefined) | -7% | -2% | 2%
O=S1(=O)CCC(NC(=S)NCCNC(=S)NC2CCS(=O)(=O)C2)C1 (centres undefined) | 1% | 0% | 16%
COCc1c(C(=O)N2CCN(C(C)C)CC2)cnn1-c1nccc(-c2cc(C)sc2C)n1 | x | -11% | 3%
O=C(Nc1sc2c(c1C(=O)O)CCC2)c1ccccc1 | 2% | -21% | u
CCN(CC)S(=O)(=O)c1ccc(C)c(NC(=O)CNCCN(C(C)C)C(C)C)c1 | 11% | u | -19%
Cc1cc(CNC(=O)c2cccc([N+](=O)[O-])c2)c2ccccc2n1 | -2% | u | -21%
Cc1ccc(CSCCC(=O)N2CCN(c3ccc(F)cc3)CC2)cc1 | -7% | -21% | -9%
O=C(NCCCCc1ccccc1)c1cccc(NC(=O)C2CCCCC2)c1 | x | 26µM* | u
Cc1c(O)ccc(C(=O)COc2ccc(F)cc2)c1O | -30% | u | -26%
COc1ccccc1NC(=O)CCN1C(=O)/C(=C/c2cc(OC)c(OC)c(OC)c2)SC1=S | -5% | 15µM* | u
CCSc1ccc(C(=O)Nc2cccc(C)n2)cc1[N+](=O)[O-] | -2% | u | -12%
CO[C@@H]1CN(C)C(=O)c2ccc(NC(C)=O)cc2OC[C@@H](C)N(C(=O)NC2CCCCC2)C[C@H]1C | x | 6% | -5%
CCOc1ccc(Br)cc1C(=O)N/N=C/c1cccnc1 | 30% | u | -18%
O=C(Nc1cccnc1)c1cc(-c2ccc(Br)cc2)on1 | -7% | -4% | -29%
CN1CCC(N(C)S(=O)(=O)c2ccc(Cl)cc2)CC1 | -25% | 18% | -1%
CCc1ccccc1NC(=O)CSc1ncccc1C(=O)O | 1% | -10% | -14%
O=C(Nc1ccc(CN2CCOCC2)cc1)c1cc(Br)ccc1Cl | -4% | u | -28%
O=C(CSc1n[nH]c(=O)[nH]c1=O)c1ccc([N+](=O)[O-])cc1 | -1% | -10% | -1%
CC(=O)N1CCOc2ccc(S(=O)(=O)N3CCN(c4cc(C)ccc4C)CC3)cc21 | -7% | -10% | -19%
CCCOc1ccc(/C(O)=C2\C(=O)C(=O)N(c3ccccn3)C2c2ccccc2F)cc1C (centres undefined) | 3% | -1% | 17%
CCOc1ccc(NC(=O)CC(=O)Nc2ccc(OCC)cc2)cc1 | 21% | 16% | 14%
Cc1nc(/C=C/c2ccccc2)[nH]c(=O)c1-c1ccccc1 | -2% | u | 10µM*
COc1cccc(C(=O)N/N=C(\C)CC(=O)Nc2ccc(N(C)C)cc2)c1 | 3% | -2% | 0%
Cc1ccc(CNc2nc3ccccc3n3nnnc23)cc1 | -2% | -22% | -23%
COc1ccc(CNS(=O)(=O)c2c(C)[nH]c(C)c2C(=O)N2CCCC2)cc1 | -2% | 17% | -13%
O=C(CN1C(=O)C2CC=CCC2C1=O)NCC(=O)Nc1ccc(F)c(F)c1 (centres undefined) | 2% | -1% | -18%
C[C@H](CO)N1C[C@H](C)[C@@H](CN(C)C(=O)Nc2ccc3c(c2)OCO3)Oc2ccc(NC(=O)Cc3ccccc3)cc2C1=O | 2% | -11% | -22%
CCOc1ccc(/C=C/C(=O)OC(C)C(=O)NC2CCCCC2C)cc1OC (centres undefined) | -3% | u | -3%
CC1=C(c2ccc(C(C)C)cc2)S(=O)(=O)NC1=NCc1ccc(OC(C)C)cc1 | -7% | -14% | -14%
Cc1ccc(-c2nc(N/N=C/c3cccnc3)c3ccccc3n2)cc1 | -18%[0.501 µM] | 18µM* | 23µM*
CCCn1nc(NS(=O)(=O)c2ccccc2)c2cc3cc(C)ccc3nc21 | -1% | -8% | -17%
Cc1cc2ccccc2n2c(SCC(=O)NCC3CCCO3)nnc12 (centres undefined) | -6% | 0% | 0%
Cc1nn(C)c(C)c1S(=O)(=O)NC1CCCc2ccccc21 (centres undefined) | -12% | -13% | -15%
Cc1cc(N2CC(C)OC(C)C2)n2cc(-c3ccccc3)nc2n1 (centres undefined) | -8% | u | -23%
CN(CCc1ccccn1)Cc1ccc(Cl)cc1 | x | -9% | -4%
COc1cc2c(cc1OC)C(=O)OC2 | -5% | 17% | 1%
CC1CC(N(C(=O)c2ccc(Cl)cc2)c2ccccc2)c2ccccc2N1C(=O)c1ccco1 (centres undefined) | -1%[0.501 µM] | 5.8µM* | 12µM*
COc1ccc(C)cc1S(=O)(=O)Nc1cc2c3c(c1)CCC(=O)N3CCC2 | -21% | -21% | -11%
CCOc1ccccc1NC(=O)c1cc(-c2cc(OC)c(OC)c(OC)c2)nc2ccccc12 | -15% | 7.3µM* | 10µM*
Cc1ccc(NC(=O)COC(=O)Cc2csc(-c3ccc(Cl)cc3)n2)cc1C | -2% | 3% | -2%
COc1ccccc1C(=O)NC(=O)COC(=O)c1cccc(OC(F)F)c1 | 1% | 16% | -1%
CC(OC(=O)C1CC(=O)N(Cc2ccco2)C1)C(=O)Nc1cccc(C#N)c1 (centres undefined) | -12% | -2% | -3%
CCC(CO)Nc1ccc(-c2nn(C)c(=O)c3ccccc23)cc1[N+](=O)[O-] (centres undefined) | 0% | 1% | -18%
CN(C)CCNc1nc(Oc2cccc(F)c2)c2sccc2n1 | x | u | u
COc1ccc(NC(=O)C2CCC(N3C(=O)C4CCCCC4C3=O)CC2)cc1 (centres undefined) | -2% | -28% | 10%
CCOC(=O)Cn1c(=O)n(C2CCCC2)c(=O)c2ccccc21 | -4% | u | -113%
CN(C)CCCN(C(=O)c1ccc(S(=O)(=O)N(C)Cc2ccccc2)cc1)c1nc2cc3c(cc2s1)OCO3 | -6% | 16µM* | -72%
Cc1nonc1C(=O)N1CCCC(Nc2ccc(C(C)C)cc2)C1 (centres undefined) | -11% | 2.3µM* | 33%[activator]
Cc1nn(C)cc1C(C)NC(=O)c1cc(COc2c(F)cccc2F)on1 (centres undefined) | 3% | 9% | -28%
O=C(CN1CCN(Cc2ccccc2)CC1)Nc1ccc2c(c1)CCC2 | -1% | u | 2%

Profiles as entered above. Values in the order: KAT2A inh	DT40 TDP1 no CPT	DT40 TDP1 CPT
Cc1cc(N2CC(C)OC(C)C2)n2cc(-c3ccccc3)nc2n1 (centres undefined) is listed with -8%	u	-23%
CN(C)CCCN(C(=O)c1ccc(S(=O)(=O)N(C)Cc2ccccc2)cc1)c1nc2cc3c(cc2s1)OCO3 is listed with -6%	16µM*	-72%

(list continues)
canonical_smiles | KAT2A inh | DT40 TDP1 no CPT | DT40 TDP1 CPT
O=C1NCCCC1C(=O)N/N=C/c1ccccc1O (centres undefined) | -4% | -24% | u
Cn1c(=O)c2c(ncn2CCNC2=NCCCCC2)n(C)c1=O | 29% | 3% | 4%
COc1ccc(CNc2oc(COc3ccccc3)nc2C#N)cc1 | -4% | u | u
CC1CN/C(=C\C(=O)c2ccccc2)C(=O)N1 (centres undefined) | -12% | -17% | -1%
Cc1c(O)c(=O)ccn1C | 3%&0% | -8%&3% | -18%&-3%
Cc1cc(C)c(C#N)c(SCc2ccccc2[N+](=O)[O-])n1 | -13% | u | -1%
O=C1CN(S(=O)(=O)c2ccccc2)CCN1 | 0% | -6% | 12%
Cc1ccc(NC(=O)Cc2nnc(SCC(=O)Nc3ccc(N4CCOCC4)cc3)n2C)cc1 | -8% | -3% | 2%
O=C(Nc1cccc(-c2cn3cccnc3n2)c1)c1ccco1 | u | -14% | 5%
COCc1cc(=O)[nH]c(/N=C(\N)Nc2ccc(C)cc2C)n1 | -1% | -8% | 4%
O=C(NCCN1CCOCC1)c1sc2cc(Cl)ccc2c1Cl | -2% | u | -1%
c1ccc(-c2cc3cc4c(cc3cn2)OCO4)cc1 | -6% | u | u
CCN(CC(=O)Nc1cccc(OC)c1)CC(=O)Nc1ccc(C)cc1Cl | -1% | u | u
COCc1ccc(C(=O)NC(C)c2cnn(-c3ccccc3C)c2C)o1 (centres undefined) | u | -24% | -14%
O=c1ccc(S(=O)(=O)N2CCCC2)c[nH]1 | 1% | -4% | 5%
O=C(OCC(=O)c1ccc[nH]1)c1ccc(C(F)(F)F)cc1 | -1% | -12% | 11%
Cc1nn(CC(=O)NCCN2CCCCCC2)c(=O)c2nn(-c3ccccc3)c(C)c12 | -2% | 0% | -4%
CC(=O)Nc1ccc(-c2cc(C(=O)O)c3ccccc3n2)cc1 | 0% | 25% | -8%
Cc1cc2cc3c(N)[nH]nc3nc2cc1C | -18% | -21% | 1%
Cc1ccccc1Cn1cc(S(=O)(=O)c2ccc(Cl)cc2)c(=O)c2cc3c(cc21)OCO3 | -1% | u | -15%
COc1cc(C(=O)OCc2cc(=O)oc3c(C)c(C)ccc23)ccc1OC(F)F | -1% | u | u
CCCc1nnc(NC(=O)CCC(=O)N2CCC(Cc3ccccc3)CC2)s1 | -25% | 21µM* | 26µM*
O=C(Nc1cccnc1)c1ccc(CN2CCc3ccccc3C2)cc1 | -4% | 16µM* | u
CCNC(=S)NNC(=O)Cn1nc(C)cc1C | -14% | -15% | -4%
Cc1ccc(-n2c(=O)c3c(c4cc(C)ccc4n3C)n(CC(=O)NCc3ccccc3)c2=O)cc1 | -11% | u | u
O=C(Nc1cccnc1Cl)c1cccnc1Cl | 1% | -7% | -16%
CC(C)Oc1cccc(C(=O)NC(=S)NCc2cccnc2)c1 | 2% | u | u
O=C(O)c1cccc(CSc2nnc(-c3cccnc3)o2)c1 | -15% | -28% | -1%
COc1ccc(OCCNC(=O)C(Cc2c[nH]c3ccccc23)NC(C)=O)cc1 (centres undefined) | -5% | 0% | 1%
COc1ccc(CNC(=O)c2cnn(-c3ncc4c(n3)-c3ccccc3CC4)c2C)cc1OC | x | -13% | 5%[9.04 µM]
CC(C)Cc1ccc(S(=O)(=O)Nc2cccnc2)cc1 | -10% | u | u
CC(=O)c1ccc(OC2(C)CCN(Cc3ccc(OC(F)(F)F)cc3)C2)cc1 (centres undefined) | x | u | u
CC(C)(C)NC(=O)C(c1ccccc1F)n1c(=O)c(-c2ccco2)nc2ccccc21 (centres undefined) | x | u | u
Cc1cccc(NC(=S)N(CCCN2CCOCC2)Cc2cn(C)c3ccccc23)c1 | -7% | u | 18µM*
O=C(CCNS(=O)(=O)c1cccs1)N1CCN(c2ccc(F)cc2)CC1 | -5% | u | u
COc1ccc(-n2nc3ccc(NS(C)(=O)=O)cc3n2)cc1Cl | -16% | -1% | 2%
COc1ccc(-n2c(=O)c3c4c(sc3n(CC(=O)NCc3ccco3)c2=O)CCC4)c(OC)c1 | -1% | u | u

Assay outcomes from PubChem BioAssay.

The list is partial; the hit share may differ from the screen's.
